Rpn11 block: Rpn11 (PSMD14) deubiquitinase inhibitors, primary screen, biochemical, fluorescence polarization, uHTS. AID 588493, 2011. calls only at 20 µM. human 26S proteasome, Ub4-pepOG fluorescence polarization; 20S core pre-blocked with epoxomicin. actives 0.59% (n = 360,000);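 active = inhibition at 20 µM, scaled to each plate's controls, above about 33%, limit read from the data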
Scp-1 inhibitor: Scp-1 phosphatase inhibitors, primary screen, biochemical, colorimetric, uHTS. AID 493091, 2011. inhibition, % at 20 µM. actives 0.88% (n = 340,000). Recombinant Scp1, phosphopeptide, malachite green phosphate absorbance. Carboxy-terminal domain RNA polymerase II polypeptide A small phosphatase 1 (Homo …;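 active = inhibition above about 50% at 20 µM, limit read from the data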;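 note: plate controls were DMSO wells with enzyme for no effect and wells lacking enzyme for full effect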
Target sequence (Q9GZU7 76-261 limits assumed): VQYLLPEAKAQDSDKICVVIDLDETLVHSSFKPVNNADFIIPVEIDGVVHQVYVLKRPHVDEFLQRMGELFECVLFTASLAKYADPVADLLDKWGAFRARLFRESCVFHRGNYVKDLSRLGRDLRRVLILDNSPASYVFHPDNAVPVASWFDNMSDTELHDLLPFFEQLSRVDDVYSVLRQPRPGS
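Incubation: 45 min enzyme reaction at room temperature / System: truncated SCP-1 phosphatase (76-261aa) / Reagent: Phospho 17-mer peptide substrate / Buffer or medium: Acidic Tris acetate buffer with magnesium and detergent / Signal: absorbance at 630 nm / Doses: one concentration, 20 µM, with 1.0% DMSO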
MsrA inhibitor: bovine MsrA enzyme inhibitors, primary screen, biochemical, absorbance, HTS | Methionine sulfoxide reductase A (Bos taurus) | purified bovine MsrA, absorbance read-out | inhibition, % at 15.5 µM | AID 651718, 2012 | actives 0.75% (n = 360,000); in the data active = inhibition above about 4.5%;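 note: 0% = vehicle wells with enzyme and 100% = reference inhibitor wells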
STEP block: STEP phosphatase inhibitors, primary screen, biochemical, fluorescence intensity, uHTS. Tyrosine-protein phosphatase non-receptor type 5 (Homo sapiens), P54829. recombinant STEP, OMFP fluorogenic substrate. inhibition, % at 20 µM. actives 0.25% (n = 360,000). AID 588621, 2011;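 active = inhibition at 20 µM, scaled per plate between control wells, above about 37%, limit read from the data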;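 note: 0% = DMSO with enzyme and substrate and 100% = substrate only without enzyme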
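System: STEP phosphatase, cell-free reaction; Buffer or medium: Bis-Tris pH 6.0 buffer with DTT, detergent; Incubation: 20 min at room temperature, dark; Measured by: fluorescence, 480/540 nm.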
SUMO1-SIM PPI: modulators of SUMO1 protein-protein interactions, primary screen, biochemical, uHTS; actives 0.33% (n = 360,000); inhibition, % at 20 µM; Small ubiquitin-related modifier 1 (Homo sapiens), P63165; SUMO1 binding to a labelled peptide, TR-FRET, 1 h; in the data active = inhibition above about 37%
Target sequence (P63165 whole entry, looked up): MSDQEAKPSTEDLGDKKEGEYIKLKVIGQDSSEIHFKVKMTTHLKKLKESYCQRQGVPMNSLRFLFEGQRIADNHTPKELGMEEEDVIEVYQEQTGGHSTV
NadD inh: inhibitors of S. aureus NadD, primary screen, biochemical, colorimetric, uHTS; Nicotinate-nucleotide adenylyltransferase NadD (Staphylococcus aureus N315); purified NadD enzyme, colorimetric absorbance read-out; inhibition, % at 20 µM; actives 0.78% (n = 360,000); in the data active = inhibition above about 26%; note: some compounds past the cut are filed as inactive
CSN deneddyl inh: inhibitors of CSN-mediated cullin deneddylation, primary screen, biochemical, fluorescence polarization, uHTS; COP9 signalosome complex subunit 5 (Homo sapiens), Q92905; Purified CSN, SCF-Nedd8-OG deneddylation; inhibition, % at 12.5 µM; actives 0.38% (n = 360,000);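 active = pattern-corrected inhibition above about 35%, with an unprinted fluorescence ratio check between 0.5 and 1.5, limit read from the data, passing the limit was not always enough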;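 note: 0% = enzyme with substrate and 100% = substrate without enzyme; some results filed as inactive read as strong as hits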
Target sequence (Q92905 whole entry, looked up, one chain of several): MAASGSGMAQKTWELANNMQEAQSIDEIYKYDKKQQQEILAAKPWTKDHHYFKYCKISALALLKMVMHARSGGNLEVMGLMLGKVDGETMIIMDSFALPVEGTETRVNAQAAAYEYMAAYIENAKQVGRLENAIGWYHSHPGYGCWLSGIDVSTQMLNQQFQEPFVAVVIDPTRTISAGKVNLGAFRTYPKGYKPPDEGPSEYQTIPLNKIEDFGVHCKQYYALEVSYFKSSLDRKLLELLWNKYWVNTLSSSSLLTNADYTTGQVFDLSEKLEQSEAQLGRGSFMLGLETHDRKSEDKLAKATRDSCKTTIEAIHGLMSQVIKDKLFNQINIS
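Material: human Csn5 produced in HEK293T cells; Input: enzyme 0.24 nM; Reagent: SCFSkp2-Nedd8OG substrate at 10 nM final; Dosing: 12.5 µM compound; Incubation: 90 min reaction at room temperature; Detection: fluorescence polarization of the substrate; Evaluation: % inhibition of substrate cleavage by Csn5; Control set: substrate-only high control, full reaction low control.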
LMPTP block: LMPTP phosphatase inhibitors, primary screen, biochemical, fluorescence intensity, uHTS; recombinant LMPTP-A, OMFP fluorogenic substrate; inhibition, % at 20 µM; actives 0.22% (n = 360,000); AID 651560, 2012;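 active = compounds that cut the enzyme signal by at least half of the control window in the single-dose screen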;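 note: plate controls were DMSO wells with enzyme plus substrate for no effect and substrate without enzyme for full effect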
Target sequence (P24666 whole entry, looked up): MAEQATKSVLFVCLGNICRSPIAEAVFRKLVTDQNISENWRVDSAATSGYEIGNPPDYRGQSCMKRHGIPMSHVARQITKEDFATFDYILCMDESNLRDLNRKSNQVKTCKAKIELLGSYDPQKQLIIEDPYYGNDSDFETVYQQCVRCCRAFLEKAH
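Assay system: LMPTP-A, protein tyrosine phosphatase of low molecular weight / Medium: pH 6.0 Bis-Tris buffer with DTT and Triton X-100 / Schedule: 50 min enzyme reaction at room temperature, protected from light / Measured by: endpoint fluorescence intensity from OMFP dephosphorylation / Read-out basis: % inhibition relative to no-enzyme and uninhibited control wells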
Tb MetRS inh: T. brucei MetRS inhibitors, primary screen, biochemical, luminescence. purified T. brucei MetRS, ATP depletion, Kinase-Glo luminescence. inhibition, % at 11.9 µM. actives 0.4% (n = 360,000);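 active = inhibition above a per-plate cutoff of the control wells' mean inhibition plus 3 SD, cut at about 5.5% in these data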;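 note: 0% = DMSO wells median and 100% = median of wells with control inhibitor compound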
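assay system = parasite MetRS enzyme | timing = 15 min preincubation, 2 h reaction, all 25 °C | evaluation = percent inhibition relative to median high and low control wells | medium = HEPES buffer containing pyrophosphatase, BSA, spermine, DTT | compound = single dose, 11.9 µM final nominal, 0.9% final DMSO | detection = Kinase-Glo luminescence, ATP depletion format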
DNMT1 inh: human DNMT1 methyltransferase inhibitors, primary screen, biochemical, molecular beacon, fluorescence, HinP1I cleavage, uHTS; inhibition (reported as % activation of signal), % at 10 µM; actives 0.83% (n = 360,000); AID 588458, 2011; in the data active = inhibition above about 50%
Active calls of the source: *; i = inactive; . = no result given. Compounds as they come; overall some 3.9% were active at least once.

SMILES | Rpn11 block | Scp-1 inhibitor | MsrA inhibitor | STEP block | SUMO1-SIM PPI | NadD inh | CSN deneddyl inh | LMPTP block | Tb MetRS inh | DNMT1 inh
O=C(Nc1ccc(Nc2ccncc2)cc1)c1ccc(Nc2ccnc3ccc([N+](=O)[O-])cc23)cc1 | . | 0 | 1.2 | 85* | 128* | 18 | 92 | 78* | 0.3 | -70
S=C(NCc1ccc(Cl)cc1)NC1CCCCC1 | i | 2 | 1.2 | -3 | 2 | 4 | 1 | -0.6 | 0.6 | 3
Oc1ccc(-c2nncn2-c2ccccc2)cc1 | i | -8 | -0.7 | 1 | 0 | 2 | -3 | 0.0 | -0.4 | -1
Cc1ccc2oc(=O)ccc2c1 | i | -9 | 1.5 | 4 | 2 | 0 | 3 | -1.1 | 0.2 | 0
Cc1ccc(-c2nnn(CC(=O)Nc3cccc4c3CCCC4)n2)o1 | i | 17 | -1.2 | 2 | -2 | 0 | 3 | 0.0 | -0.9 | 4
COc1ccc(C)cc1N(CC(=O)NC1CCCC1)C(=O)CCC(=O)Nc1nc(C)cs1 | i | -2 | -0.7 | -2 | -2 | -4 | 1 | 0.9 | -0.7 | -8
Cn1ccsc1=NC(=O)c1ccc(OC(F)(F)F)cc1 | i | -3 | 1.6 | 1 | 5 | 1 | -2 | 0.7 | -1.2 | 0
CCc1ccc(NC(=O)NCCN2CCN(c3ccc(OC)cc3)CC2)cc1 | i | -8 | 0.6 | 2 | -5 | -5 | -4 | -2.1 | -0.1 | 1
Nc1ccc(C(=O)OCC(=O)N2CCN(C(=O)c3ccco3)CC2)cc1[N+](=O)[O-] | i | 1 | 0.5 | -2 | -19 | 3 | 0 | -0.1 | -0.3 | -1
CC(CCC(=O)Nc1nncs1)C(=O)O (configuration not stated) | i | -1 | 0.1 | -1 | -1 | -2 | -2 | -2.9 | -0.3 | 3
CN(C)c1nc(-c2ccccc2)nnc1C(F)(F)F | i | -5 | 1.9 | -4 | -1 | 1 | -4 | 1.0 | -2.0 | -1
CC(C(=O)N1CCCC1)N1CCN(S(=O)(=O)c2ccc(C(C)(C)C)cc2)CC1 (configuration not stated) | i | -3 | -0.8 | -4 | 0 | 8 | -6 | -0.3 | -0.4 | 3
CCOC(=O)[C@H]1[C@H]2COc3ccc(C)cc3[C@@H]2N2C(=O)[C@@H](CO)NC(=O)[C@@]12C | i | 0 | 1.0 | -3 | -1 | -2 | 2 | -2.9 | -0.5 | 1
CCN(CC)S(=O)(=O)c1ccc(N2CCCCC2)c(NC(=O)c2ccncc2)c1 | i | -2 | 0.3 | 1 | 5 | -5 | -4 | 0.0 | -0.5 | 1
CCCC(=O)NCCCc1nc2ccccc2n1CC | i | -8 | -0.5 | -1 | -2 | 7 | -5 | 1.8 | 0.5 | 3
Cc1nn(CC#N)c(=O)n1-c1ccc(C(C)C)cc1 | i | -1 | 0.9 | -1 | 1 | -3 | 0 | -0.1 | -0.5 | -2
CCOC(=O)N1CCC(NS(=O)(=O)c2ccc(C#N)cc2)CC1 | i | -1 | 0.9 | -2 | 1 | 1 | 3 | -2.9 | -0.5 | 0
CCCc1nc2c(C)cc(Br)cn2c1Cc1ccc(C)cc1 | i | . | 1.7 | -1 | 1 | 1 | 4 | 3.0 | -0.5 | 1
Cc1ccc(-c2nn3c(C)nnc3c3ccccc23)cc1S(=O)(=O)NC(C)c1ccccc1 (configuration not stated) | i | 2 | 1.4 | 1 | 8 | 11 | 0 | 2.6 | 0.1 | 2
C=CCn1c(SCC(=O)N2CCOCC2)nc2scc(-c3ccco3)c2c1=O | i | 73* | . | 22 | 21 | 27 | 17 | 8.6 | -1.3 | 77*
CCC(C)NC(=O)CN(C1CCCCC1)S(=O)(=O)c1ccc(F)cc1 (configuration not stated) | i | 1 | 0.1 | -2 | 3 | -1 | -4 | -1.0 | -0.2 | 10
COCCn1c(=O)[nH]c2cc(C(=O)N3CCN(c4ccccc4OC)CC3)ccc2c1=O | i | 4 | 0.0 | -2 | -3 | -1 | -3 | -0.6 | -1.0 | -6
Cc1ccc(CNC(=O)Nc2ccc(C)cc2)cc1 | i | -1 | 1.8 | 1 | -1 | 4 | -3 | -0.7 | -0.9 | -1
CCOC(=O)CC(NC(=O)c1cc2cccc(OC)c2oc1=O)c1ccc(OC)cc1 (configuration not stated) | i | -14 | 0.5 | 0 | -24 | -4 | 2 | 0.1 | -1.0 | -2
CCN1C(=O)[C@H]2[C@@H](c3ccc(C)cc3)N3C(=O)N(c4ccccc4)C(=O)[C@@]3(C)[C@H]2C1=O | i | -6 | 1.1 | -2 | 6 | 0 | -3 | -2.0 | 0.3 | 7
COc1ccccc1OCCn1c(=S)[nH]c2ccccc21 | i | -2 | 0.9 | 1 | -1 | 2 | 5 | 1.0 | -0.3 | 2
COC(=O)c1cccc(NC(=S)NCc2ccc(F)cc2)c1 | i | 1 | 1.6 | 2 | -1 | -4 | -10 | 0.1 | 0.3 | -2
N#C/C(=C\c1ccccc1)C(=O)Nc1nncs1 | i | -2 | 0.8 | 2 | -7 | 3 | 3 | -1.7 | 0.6 | 0
O=C(c1ccc(CS(=O)(=O)c2ccc(Br)cc2)o1)N1CCN(c2ccc(F)cc2)CC1 | i | 7 | -1.2 | 2 | 4 | -1 | 4 | 1.1 | -0.1 | 2
Cc1ccc(S(=O)(=O)N2CN(Cc3ccco3)c3nc4ccccc4nc32)cc1C | i | -5 | 1.6 | 1 | -3 | 6 | -9 | -0.4 | 0.2 | -2
Cc1ccc(C2=NN(C(=O)c3ccccc3F)C(c3ccccc3F)C2)cc1 (configuration not stated) | i | -19 | 0.8 | 6 | -9 | -6 | 1 | 4.0 | -1.0 | -2
Nc1nc(SCC(=O)Nc2cccc(F)c2)n[nH]1 | i | -9 | 1.1 | -4 | 1 | -5 | -2 | 0.3 | -0.2 | 0
COc1ccccc1CNC(=O)CC(C)c1ccccc1 (configuration not stated) | i | -8 | -0.6 | -2 | 6 | -1 | -4 | -0.1 | 0.3 | 3
CCCCNC(=O)C1(C)CCN1C(=O)c1ccc(C)c(F)c1 (configuration not stated) | i | . | -0.6 | -1 | -6 | -2 | 5 | -0.9 | 0.0 | 2
Cc1ccc(CNC(=O)CCSCCC(=O)NCc2ccc(C)cc2)cc1 | i | 2 | 1.4 | 0 | 0 | 9 | 0 | -0.3 | -1.2 | -4
CC(=O)Nc1cccc(C(=O)OCc2ccccc2)c1 | i | -3 | -0.3 | -1 | -3 | -3 | 2 | -0.3 | -0.2 | 0
O=C1C2C3c4ccccc4C(c4ccccc43)C2C(=O)N1Cc1ccccn1 (configuration not stated) | i | -9 | 0.0 | 2 | -2 | 3 | -8 | -1.4 | 1.4 | 0
COc1cccc(C(=O)NCCS(=O)(=O)N(C)Cc2ccccc2)c1 | i | -8 | 0.1 | -3 | 5 | -7 | -4 | -1.2 | -0.4 | 1
CC(C)(C)NC(=S)NCc1ccncc1 | i | -6 | -0.9 | -2 | -3 | 2 | 1 | -1.8 | -0.3 | 1
COc1ccc(Oc2c(Cl)cnn(-c3ccc(C)cc3)c2=O)cc1 | i | -7 | 2.3 | -4 | -8 | -6 | 3 | 0.0 | -0.1 | 2
O=c1c(Cl)c(Cl)cnn1-c1ccccc1 | i | -4 | 1.6 | 3 | -9 | 2 | -4 | -1.0 | 1.4 | 6
COc1ccccc1NC(=S)NC(NC(=O)C(C)C)C(Cl)(Cl)Cl (configuration not stated) | i | -5 | 0.1 | -2 | 1 | -6 | 0 | -1.2 | -0.5 | -1
O=C(Cn1cc(C(F)(F)F)cc(Cl)c1=O)Nc1cc(Cl)cc(Cl)c1 | i | 8 | -0.5 | 0 | 0 | -2 | 8 | 1.6 | -0.9 | 24
CN1OC[C@@H]2CN(Cc3ccc(Cl)cc3)[C@H](c3ccc(-n4ccnc4)cc3)C[C@@H]21 | i | . | 1.1 | -2 | -5 | 6 | -3 | 2.5 | 0.2 | 1
Cc1cnc(C)c(N2CCC(C(=O)NCc3ccco3)CC2)n1 | i | 3 | 2.6 | -1 | 2 | 0 | 2 | 0.3 | -0.8 | 2

Single records, as listed above.
COc1ccc(Oc2c(Cl)cnn(-c3ccc(C)cc3)c2=O)cc1 reads Rpn11 block: i; Scp-1 inhibitor: -7; MsrA inhibitor: 2.3; STEP block: -4; SUMO1-SIM PPI: -8; NadD inh: -6; CSN deneddyl inh: 3; LMPTP block: 0.0; Tb MetRS inh: -0.1; DNMT1 inh: 2
Nc1nc(SCC(=O)Nc2cccc(F)c2)n[nH]1 reads Rpn11 block: i; Scp-1 inhibitor: -9; MsrA inhibitor: 1.1; STEP block: -4; SUMO1-SIM PPI: 1; NadD inh: -5; CSN deneddyl inh: -2; LMPTP block: 0.3; Tb MetRS inh: -0.2; DNMT1 inh: 0

Next records
SMILES | Rpn11 block | Scp-1 inhibitor | MsrA inhibitor | STEP block | SUMO1-SIM PPI | NadD inh | CSN deneddyl inh | LMPTP block | Tb MetRS inh | DNMT1 inh
Cc1nc2c(n1O)CCC/C2=N\O | i | 3 | -0.7 | -14 | -1 | 5 | -4 | -2.4 | -1.2 | -1
Cc1cc2nc(NC(=O)C3(C)CCN3C(=O)C(C)C)[nH]c2cc1C (configuration not stated) | i | . | 0.3 | 4 | -5 | 3 | 1 | 0.5 | -0.1 | 4
CCOC(=O)CCCNC(=O)COC(=O)c1cccc(C)c1O | i | 0 | -0.1 | 7 | -1 | 7 | -4 | -0.2 | -0.4 | 6
CCN(C(=O)CCNC(=O)Cn1cnc2ccccc2c1=O)c1cccc(Cl)c1 | i | 2 | 0.3 | -2 | 4 | -9 | 0 | 1.6 | -0.2 | 0

High-throughput results as filed in PubChem.
